# CatG inh – human cathepsin G inhibitors, primary screen, biochemical, pooled compound mixtures, AMC fluorescence. P08311. purified enzyme, AMC-tetrapeptide fluorescence. inhibition, % at 5 µM (by protocol). 62,000 tested, 0.2% active. AID 581, 2007;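 active means inhibition above 20% in each of the two mixture wells holding the compound; inactive means inhibition of 20% or less in either well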;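 further: 0% = enzyme control without mixture and 100% = blank lacking enzyme; strong numbers were not always called active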
# Target sequence (P08311 21-244 limits assumed): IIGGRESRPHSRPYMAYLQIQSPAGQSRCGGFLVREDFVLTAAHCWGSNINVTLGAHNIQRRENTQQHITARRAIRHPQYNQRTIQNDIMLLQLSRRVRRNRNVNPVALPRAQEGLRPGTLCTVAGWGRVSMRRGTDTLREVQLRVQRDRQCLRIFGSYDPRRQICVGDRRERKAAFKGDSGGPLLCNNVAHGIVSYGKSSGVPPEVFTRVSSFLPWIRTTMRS
# CatB mixtures – cathepsin B inhibitors from pooled compounds, primary screen, biochemical, compound mixtures, AMC fluorescence. 62,000 tested, 0.06% active. AID 488, 2006. inhibition, %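 (ten-compound pools at 5 µM per compound and 50 µM total)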. P07858. Purified cathepsin B, AMC dipeptide fluorescence; in the data active means inhibition above about 22%, passing the limit was not always enough; inconclusive means no clear call, values can overlap the other calls;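 further: 0% = enzyme without compound and 100% = no enzyme blank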
# CatB block – human cathepsin B inhibitors, primary screen, biochemical, fluorogenic substrate. P07858. purified cathepsin B, fluorescence. inhibition, %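 (tested at 10 µM)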. 63,000 tested, 0.1% active. AID 453, 2006; in the data active means inhibition above about 21%;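 further: 0% = enzyme with no compound and 100% = no enzyme blank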
# AP ELISA ortho – alternative complement pathway inhibitors, primary screen, biochemical, ELISA, human serum, orthogonally pooled compounds | AID 1235, 2008 | 62,000 tested, 0.08% active | inhibition, % at 5 µM | LPS-coated ELISA, C3 deposition; tested in compound mixtures;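 active means inhibition above 30% in each of the two pooled mixtures holding the compound, so the lower value exceeds 30%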;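 further: 0% = serum in Mg-EGTA without compound and 100% = EDTA serum blank; some compounds past the cut are filed as inactive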
#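 Assay system: Human serum alternative complement pathway, C3 deposition on LPS-coated wells | Incubation: 1 h serum-compound exposure at 37 °C | Doses: 5 µM per compound in ten-compound mixtures | Read-out: Percent inhibition | Technique: ELISA with HRP anti-human C3 antibody, TMB substrate, absorbance 450 nm | Replication: Two pool placements per compound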
# E coli RNAP – E. coli RNAP inhibitors, biochemical; inhibition, %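 (tested at 10 µM)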; E. coli RNA polymerase, fluorescence transcription assay; DNA-directed RNA polymerase subunit beta (Escherichia coli (strain K12)), P0A8V2; 62,000 tested, 0.2% active; AID 559, 2006; in the data active means inhibition above about 20%;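 further: 0% = enzyme without compound and 100% = no enzyme blank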
# FXIa mix inh – FXIa protease inhibitors in compound pools, primary screen, biochemical, 10-compound mixtures | Coagulation factor XI (Homo sapiens), P03951 | purified FXIa, fluorogenic substrate, pooled mixtures | AID 680, 2007 | inhibition, % at 5 µM | 62,000 tested, 0.19% active; in the data active means inhibition above about 20%, passing the limit was not always enough;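 further: each value is inhibition by a whole ten-compound pool holding the compound; 0% = enzyme with no mixture and 100% = wells lacking enzyme; strong numbers were not always called active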
# Target sequence (P03951 19-387 limits assumed): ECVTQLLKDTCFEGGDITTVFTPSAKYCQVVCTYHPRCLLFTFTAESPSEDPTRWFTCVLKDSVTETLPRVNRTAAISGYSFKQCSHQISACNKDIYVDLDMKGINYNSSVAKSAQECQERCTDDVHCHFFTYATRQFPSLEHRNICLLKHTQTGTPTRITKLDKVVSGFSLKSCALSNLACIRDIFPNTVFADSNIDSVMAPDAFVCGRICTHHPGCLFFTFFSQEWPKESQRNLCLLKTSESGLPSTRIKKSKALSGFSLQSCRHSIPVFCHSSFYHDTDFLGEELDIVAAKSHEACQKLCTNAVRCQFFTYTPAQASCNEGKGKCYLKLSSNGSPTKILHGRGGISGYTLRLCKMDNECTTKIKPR
# Target sequence (P03951 388-625 limits assumed): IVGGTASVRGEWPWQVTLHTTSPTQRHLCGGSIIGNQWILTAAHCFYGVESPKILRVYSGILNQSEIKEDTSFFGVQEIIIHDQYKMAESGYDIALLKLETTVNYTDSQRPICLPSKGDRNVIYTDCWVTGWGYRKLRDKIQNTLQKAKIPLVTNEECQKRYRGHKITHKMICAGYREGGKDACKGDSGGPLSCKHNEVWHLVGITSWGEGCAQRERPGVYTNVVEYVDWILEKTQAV
# CatS block – inhibitors of human cathepsin S, biochemical, compound mixtures; P25774; AID 501, 2006; 62,000 tested, 0.06% active; inhibition, %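 (tested at 5 µM per compound within 10-compound mixtures)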; recombinant cathepsin S, AMC dipeptide fluorescence, pooled mixtures; in the data active means inhibition above about 32%, passing the limit was not always enough; inconclusive means no clear call, values can overlap the other calls;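 further: 0% = enzyme without compound and 100% = blank without enzyme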
# Target sequence (P25774 115-331 limits assumed): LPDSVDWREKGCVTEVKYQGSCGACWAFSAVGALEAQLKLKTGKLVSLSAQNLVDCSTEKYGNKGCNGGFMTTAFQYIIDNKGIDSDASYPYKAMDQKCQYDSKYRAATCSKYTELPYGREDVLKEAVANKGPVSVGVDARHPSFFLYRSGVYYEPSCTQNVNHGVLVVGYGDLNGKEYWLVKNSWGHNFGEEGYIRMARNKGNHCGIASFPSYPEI
# CatL block – inhibitors of human cathepsin L, biochemical. Procathepsin L (Homo sapiens), P07711. 58,000 tested, 0.17% active. inhibition, %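 (tested at 10 µM)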. purified cathepsin L, fluorogenic substrate, fluorescence; in the data active means inhibition above about 45%;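 further: 0% = enzyme with no compound and 100% = no enzyme blank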
# C1s block – complement C1s protease inhibitors, primary screen, biochemical, 10-compound mixtures; purified C1s, fluorogenic AMC substrate, pooled mixtures; mean inhibition % of two 10-compound mixtures (hits give high values), % at 5 µM (by protocol); 62,000 tested, 0.16% active; AID 538, 2006;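 active means inhibition above 20% in each of the two 10-compound mixture wells holding the compound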;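 further: 0% = enzyme wells lacking compound mixture and 100% = no-enzyme blank wells; some compounds called inactive have numbers as strong as hits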
# Numbers without * were called inactive; ? = inconclusive; nt = no result given. This is a subset; rates above refer to the full screens.
1. CCCCNS(=O)(=O)c1ccc(OC)c2ncccc12
2. c1ccc(-c2nnc3sc(CN4CCC5(CC4)OCCO5)cn23)cc1
3. COC(=O)c1cc(C(=O)OC)cc(N2C(=O)CC(N3CCN(c4ccccc4)CC3)C2=O)c1 (centres undefined)
4. O=C(c1cc(-c2ccco2)on1)N1CCN(C(c2ccccc2)c2ccccc2)CC1
5. Cc1ccc(C(=O)Nc2cccc(C(=O)NCc3ccccc3)c2)o1
6. CCc1nnc(NC(=O)CSc2nnc(-c3ccccc3O)n2-c2ccc(C)cc2)s1
7. Cc1ccc(Cn2cnc3c(nnn3Cc3ccc(Cl)cc3)c2=O)cc1
8. CCc1ccc(NC(=O)C2CCCCC2C(=O)O)cc1 (centres undefined)

Assay by compound	1	2	3	4	5	6	7	8
CatL block	7	1	nt	-4	3	18	-6	20
CatB block	1	-4	-1	4	0	-1	7	6
E coli RNAP	-3	2	-2	0	5	7	5	11
FXIa mix inh	1	-1	8	3	15	-3	8	14
CatS block	12	-3	0	-6	18	9	-18	19
AP ELISA ortho	-1	18	7	13	1	-13	13	-4
CatB mixtures	-1	5	1	0	0	-1	3	4
CatG inh	-16	-2	2	7	2	0	7	17
C1s block	-11	-44	-13	2	-3	2	13	10

# Part of the list above, with tabs.
no.	mol	CatL block	CatB block	E coli RNAP	FXIa mix inh	CatS block	AP ELISA ortho	CatB mixtures	CatG inh	C1s block
5	Cc1ccc(C(=O)Nc2cccc(C(=O)NCc3ccccc3)c2)o1	3	0	5	15	18	1	0	2	-3
6	CCc1nnc(NC(=O)CSc2nnc(-c3ccccc3O)n2-c2ccc(C)cc2)s1	18	-1	7	-3	9	-13	-1	0	2
7	Cc1ccc(Cn2cnc3c(nnn3Cc3ccc(Cl)cc3)c2=O)cc1	-6	7	5	8	-18	13	3	7	13
8	CCc1ccc(NC(=O)C2CCCCC2C(=O)O)cc1 (centres undefined)	20	6	11	14	19	-4	4	17	10

# The list goes on.
9. COc1ccc2[nH]c(=O)c(CN(C)C(=O)C3CCCCC3)cc2c1
10. COC(=O)C(C(=O)Nc1ccccc1C)C1CCCC1 (centres undefined)
11. CCCC(=O)Nc1cccc(NC(=O)c2ccc3c(c2)OCO3)c1
12. Cc1ccc(C(=O)CSc2nnc(COc3cccc4cccnc34)o2)cc1
13. COCCOC(=O)c1c(C)oc2ccc(NS(=O)(=O)c3ccc(F)cc3)cc12
14. Cn1c(SCc2nc(-c3ccc(Cl)cc3)no2)nnc1-c1ccco1
15. COc1cc2[nH]c(=O)n(CCCCCC(=O)N3CCN(c4ccccc4)CC3)c(=O)c2cc1OC
16. O=C(Cn1c(=O)n(CCC(=O)N2CCc3ccccc3C2)c(=O)c2ccccc21)NCC1CCCO1 (centres undefined)

Assay by compound	9	10	11	12	13	14	15	16
CatL block	10	-8	0	-6	3	2	-7	3
CatB block	1	2	0	0	-1	-6	1	1
E coli RNAP	1	6	-2	nt	-8	4	3	0
FXIa mix inh	0	1	8	6	-7	-1	4	15
CatS block	1	-26	7	2	1	-3	?	5
AP ELISA ortho	-22	24	-9	11	8	21	9	10
CatB mixtures	1	-8	1	4	-3	5	5	16
CatG inh	-9	10	2	12	-11	8	10	19
C1s block	-15	2	-2	17	-11	0	11	25

17. Cc1nn(-c2ccc3nnc(Br)n3n2)c(C)c1Br
18. O=S(=O)(c1ccc(C2=CSC3=NCCN23)cc1)N1CCOCC1
19. CC(=O)N1CCN(c2ccc(NC(=O)c3ccc4c(c3)OCCO4)cc2)CC1
20. CSc1nc(-c2ccco2)cc(-c2ccccc2)c1C#N
21. COc1ccc(Cn2c(N)c(C#N)c3nc4ccccc4nc32)cc1OC
22. CC1(C)CC(=O)C2=C(C1)Nc1ncnn1C2c1ccccn1 (centres undefined)
23. COc1ccc(OC)c(C(=O)c2ccc(C(=O)N3CCCCC3)cc2)c1
24. CCC(C)NC(=O)c1ccccc1NC(=O)CN1C(=O)c2ccccc2S1(=O)=O (centres undefined)

Assay by compound	17	18	19	20	21	22	23	24
CatL block	-7	1	nt	-2	-19	-5	12	-5
CatB block	-4	0	3	2	-1	-1	4	3
E coli RNAP	6	-3	5	2	6	6	11	-6
FXIa mix inh	6	-3	7	11	-3	6	-22	1
CatS block	-4	-1	-4	2	-21	-11	-1	-3
AP ELISA ortho	18	13	9	-5	15	-3	-1	1
CatB mixtures	5	-1	2	-1	2	1	-1	-2
CatG inh	12	-4	0	6	6	11	-20	-13
C1s block	16	-18	-2	3	-169	13	-22	-37

25. Oc1ccc(-c2nc3ncccn3c2Nc2ccc3c(c2)OCO3)cc1
26. COc1ccccc1C(=O)Nc1c2c(nn1-c1cccc(C)c1C)CS(=O)(=O)C2
27. CC(C)(C)n1nnnc1C(c1cccnc1)N1CCN(C2CCCCC2)CC1 (centres undefined)
28. Cc1[nH]c(=O)[nH]c1C(=O)CCCCC(=O)OCC(=O)Nc1ccccn1
29. CC1CC(C)CN(CCCNC(=O)c2ccc3c(c2)NC(=O)C(N2CCCCC2)S3)C1 (centres undefined)
30. N#CCc1nc(CSc2nc3ccccc3o2)cs1
31. COc1ccc(CCNC(=O)CSc2nc(N)c3c(C)c(C)oc3n2)cc1OC
32. COc1ccc(NC(=O)c2oc3ccccc3c2NC(=O)c2ccco2)c(OC)c1

Assay by compound	25	26	27	28	29	30	31	32
CatL block	-1	8	-2	8	4	4	22	-22
CatB block	-7	1	-5	-4	2	6	6	-2
E coli RNAP	3	6	-8	5	-11	7	9	1
FXIa mix inh	8	3	-3	6	-12	3	3	-4
CatS block	-19	-1	-10	2	-4	34	11	10
AP ELISA ortho	15	12	27	18	-14	-8	22	-1
CatB mixtures	-3	5	-7	9	-8	4	4	0
CatG inh	-20	6	-8	6	-22	13	16	13
C1s block	-190	-1	-28	21	-70	-21	12	-6

33. COC(=O)c1ccc(N2C(=O)CC(N3CCOCC3)C2=O)cc1 (centres undefined)
34. COc1cc(Cl)cc(C#N)c1OCC(=O)O
35. COc1cccc(N2C(=O)N(c3ccccc3Cl)C3CS(=O)(=O)CC32)c1 (centres undefined)
36. Cc1sc2nc(N)sc2c1C
37. COc1ccc(S(=O)(=O)N(C(C)=O)c2ccc3oc(=O)sc3c2)cc1
38. O=C(COc1ccc(Cl)cc1Cl)NC(=O)N1CCOCC1
39. O=C(CCN1C(=O)COc2ccccc21)NCCN1CCN(c2ccccc2F)CC1
40. Cc1cc2cc(CN(CCCN3CCOCC3)C(=O)NC3CCCCC3)c(=O)[nH]c2cc1C

Assay by compound	33	34	35	36	37	38	39	40
CatL block	9	11	4	9	7	-5	1	1
CatB block	6	3	19	-1	3	4	3	1
E coli RNAP	1	3	15	13	5	8	2	-3
FXIa mix inh	2	2	9	16	6	5	8	12
CatS block	7	11	24	11	17	-1	-2	-1
AP ELISA ortho	-13	9	-2	1	1	23	12	6
CatB mixtures	6	4	7	7	0	4	4	0
CatG inh	-10	4	17	11	-4	6	12	1
C1s block	-21	9	23*	14	-1	13	18	5

41. O=C(CCN1C(=O)COc2ccccc21)NCCN1CCN(c2cccc(Cl)c2)CC1
42. COCCCNS(=O)(=O)c1ccc2c(c1)OCCO2
43. CC(C)c1ccc(OCC(O)CN2CCN(c3ccccc3)CC2)cc1 (centres undefined)
44. CSc1cccc(NC(=O)c2c(Cl)cnn2C)c1
45. Cc1nn(C(C)C(=O)O)c(=O)c2c1sc1ccccc12 (centres undefined)
46. CSc1nc2sc3c(c2c(=O)[nH]1)CCCC3
47. CN1CCN(c2nc(-c3ccncc3)nc3ccccc23)CC1
48. N#CCCCSc1nnc(-c2ccc(Cl)cc2)n1-c1ccccc1

Assay by compound	41	42	43	44	45	46	47	48
CatL block	0	3	0	14	-5	nt	-2	10
CatB block	3	6	0	3	8	1	3	4
E coli RNAP	7	8	4	-2	6	8	6	6
FXIa mix inh	-7	-3	-6	5	2	2	3	3
CatS block	-6	9	6	-2	3	0	0	10
AP ELISA ortho	8	0	18	-13	14	-8	8	-3
CatB mixtures	-8	-1	0	0	6	-3	4	4
CatG inh	5	8	0	-13	13	9	15	-1
C1s block	-21	3	2	-5	5	15	16	3

# Quoted from the listing.
# entry 44 – CatG inh = -13
# entry 41 – FXIa mix inh = -7
# entry 46 – CatB mixtures = -3

# Further results
49. CCOC(=O)C1CCN(C(=O)COc2ccc(S(=O)(=O)NC(C)(C)C)cc2)CC1
50. CCOC(=O)c1ccc(NC(=O)Oc2ccccc2)cc1
51. COc1cc(CN2CCC(C(=O)NC3CCCC3)CC2)cc(OC)c1O
52. CCCNS(=O)(=O)c1ccc(OCC(=O)Nc2ccccc2F)cc1
53. c1ccc(CC2CCN(c3nnnn3-c3ccccc3)CC2)cc1
54. O=C(CCS(=O)(=O)c1ccc(Br)cc1)N1CCN(c2ccccc2)CC1
55. Cc1cc(NS(=O)(=O)c2ccc(NC(=O)COc3ccccc3Cl)cc2)no1
56. COc1ccc(Cl)cc1NS(=O)(=O)c1ccc(S(=O)(=O)N2CCCC2)cc1

Assay by compound	49	50	51	52	53	54	55	56
CatL block	2	0	2	1	-2	-11	8	1
CatB block	1	-1	4	-1	-1	1	-1	2
E coli RNAP	3	5	8	10	9	-3	7	-3
FXIa mix inh	5	5	5	16	1	4	11	-4
CatS block	2	-5	-4	14	4	-9	9	0
AP ELISA ortho	20	19	-1	14	2	11	2	20
CatB mixtures	6	2	1	7	7	4	4	4
CatG inh	9	9	-3	-2	1	10	16	5
C1s block	13	16	-5	-39	-7	-13	51	-11

# Quoted at random: 2 entries already listed, in no set order.
56. COc1ccc(Cl)cc1NS(=O)(=O)c1ccc(S(=O)(=O)N2CCCC2)cc1
55. Cc1cc(NS(=O)(=O)c2ccc(NC(=O)COc3ccccc3Cl)cc2)no1

Assay by compound	56	55
CatL block	1	8
CatB block	2	-1
E coli RNAP	-3	7
FXIa mix inh	-4	11
CatS block	0	9
AP ELISA ortho	20	2
CatB mixtures	4	4
CatG inh	5	16
C1s block	-11	51

# The listing continues:
57. CSc1nc2c(c(=O)n1C)SC(C)C2 (centres undefined)
58. CCOC(=O)CSc1nc2cc(C(=O)NCc3ccco3)ccc2c(=O)n1C1CCCCC1
59. Cc1ccnc(NC(=O)CCC(=O)N(CC(=O)NC2CCCCC2)Cc2ccc3c(c2)OCO3)c1
60. Cc1ccc(-n2c(N)c(C(=O)N3CCOCC3)sc2=S)c(C)c1
61. O=C(CSc1ccc2nnc(-c3cccnc3)n2n1)N1CCOCC1
62. Cn1cnc2c1c(=O)n(Cc1cccc(Br)c1)c(=O)n2C

Assay by compound	57	58	59	60	61	62
CatL block	18	8	-3	nt	-1	3
CatB block	1	1	0	-2	2	2
E coli RNAP	5	10	-4	5	3	2
FXIa mix inh	0	4	7	2	6	2
CatS block	17	38	-4	2	4	-11
AP ELISA ortho	-9	11	4	1	9	6
CatB mixtures	4	40	-6	1	-1	6
CatG inh	-1	4	2	11	1	8
C1s block	12	-56	-15	3	-10	1

# Compound activity deposited in PubChem by PCMD.
